PAFAH1B3 FP inh = inhibitors of human PAFAH1B3 | Q15102 | recombinant PAFAH1B3, FP-rhodamine probe, fluorescence polarization | inhibition, % at 3.39 µM | actives 0.28% (n = 340,000) | AID 492972;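 active = inhibition above the screen-wide average of all tested compounds plus 3 SD, cut at about 25% in these data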;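 also: 0% = enzyme with DMSO only and 100% = wells lacking PAFAH1B3 protein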
ZTA DNA inh = blocks Epstein-Barr virus ZTA, an EBNA-1 counter-screen; P03206; ZTA-DNA binding, fluorescence polarization; inhibition, % at 11 µM; actives 0.15% (n = 320,000); AID 2234; in the data active = inhibition above about 33%
PREPL inhibitor = inhibits the human prolyl oligopeptidase-like enzyme; actives 0.68% (n = 320,000); inhibition, % at 5.96 µM; AID 2751; recombinant PREPL, fluorescence polarization activity-based probe; in the data active = inhibition above about 43%;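 also: 0% = enzyme with DMSO and 100% = wells lacking enzyme; many of its hits are not listed in these tables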
Target sequence (Q4J6C6 whole entry, looked up): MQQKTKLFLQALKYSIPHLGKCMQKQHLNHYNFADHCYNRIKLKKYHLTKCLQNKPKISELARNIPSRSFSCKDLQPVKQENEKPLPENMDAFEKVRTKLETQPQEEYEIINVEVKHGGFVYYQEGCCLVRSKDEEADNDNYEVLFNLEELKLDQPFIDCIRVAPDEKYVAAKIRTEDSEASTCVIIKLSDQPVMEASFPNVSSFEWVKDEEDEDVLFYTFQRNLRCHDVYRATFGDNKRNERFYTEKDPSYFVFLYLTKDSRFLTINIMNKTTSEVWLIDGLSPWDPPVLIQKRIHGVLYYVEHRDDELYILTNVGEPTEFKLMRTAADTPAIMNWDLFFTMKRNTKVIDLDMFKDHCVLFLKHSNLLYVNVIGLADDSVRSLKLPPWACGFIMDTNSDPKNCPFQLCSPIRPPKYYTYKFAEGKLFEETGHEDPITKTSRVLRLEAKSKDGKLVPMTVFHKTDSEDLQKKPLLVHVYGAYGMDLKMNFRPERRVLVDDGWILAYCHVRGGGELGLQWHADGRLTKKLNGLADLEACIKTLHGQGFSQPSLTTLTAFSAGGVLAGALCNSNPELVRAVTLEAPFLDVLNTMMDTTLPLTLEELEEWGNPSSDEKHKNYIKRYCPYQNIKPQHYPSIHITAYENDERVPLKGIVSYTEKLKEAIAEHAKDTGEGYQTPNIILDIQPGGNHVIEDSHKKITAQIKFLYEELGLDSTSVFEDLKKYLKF
pPAFAH FP inh = pPAFAH (human) enzyme inhibition; recombinant pPAFAH, FP-rhodamine probe fluorescence polarization; AID 463082; inhibition, % at 3.39 µM; Q13093; actives 1.5% (n = 330,000);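 active = inhibition above the mean inhibition across the screen plus 3 SD, cut at about 25% in these data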;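 also: inhibitors block binding of the rhodamine activity-based probe so polarization drops; 0% = enzyme with DMSO and 100% = wells lacking pPAFAH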
LYPLA2 inh = LYPLA2 (human) inhibition in PME1 counter-screen; recombinant LYPLA2, FP-Rh probe fluorescence polarization; inhibition, % at 5.9 µM; AID 2177; actives 0.38% (n = 320,000);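 active = inhibition above the screen-wide mean plus 3 SD, limit set per campaign, cut at about 26% in these data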;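 also: 0% = LYPLA2 with DMSO and 100% = wells lacking LYPLA2 enzyme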
EBNA-1 inhibitor = blocks EBNA-1 binding to DNA. EBNA-1 DNA binding, fluorescence polarization. inhibition, % at 14.8 µM. actives 0.34% (n = 300,000); in the data active = inhibition above about 28%
PAFAH1B2 inh = PAFAH1B2 (human) inhibition. P68402. recombinant PAFAH1B2, FP-rhodamine activity probe, fluorescence polarization. inhibition, % at 3.39 µM. actives 1.2% (n = 340,000);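 active = inhibition above the mean of all tested compounds plus 3 SD, cut at about 24% in these data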;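 also: 0% = enzyme with DMSO and 100% = wells lacking PAFAH1B2; many of its hits are not listed in these tables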
LYPLA1 counter = counter-screen for PME1 inhibitors: inhibitors of human LYPLA1. O75608. recombinant LYPLA1, FP-Rh probe fluorescence polarization. inhibition, % at 5.9 µM. actives 0.16% (n = 320,000). AID 2174;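 active = inhibition above the mean of all tested compounds plus 3 SD, set per campaign, cut at about 14% in these data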;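 also: inhibitors block serine hydrolase probe labeling of LYPLA1 so polarization falls; 0% = enzyme with DMSO and 100% = wells lacking LYPLA1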
Target sequence (O75608 whole entry, looked up): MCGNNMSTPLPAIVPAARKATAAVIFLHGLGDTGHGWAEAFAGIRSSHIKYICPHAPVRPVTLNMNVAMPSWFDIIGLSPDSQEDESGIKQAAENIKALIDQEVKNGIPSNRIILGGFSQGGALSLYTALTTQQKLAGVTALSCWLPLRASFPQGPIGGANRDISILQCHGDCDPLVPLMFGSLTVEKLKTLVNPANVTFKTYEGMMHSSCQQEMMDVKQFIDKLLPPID
PAFAH2 FP inh = PAFAH2 (human) inhibition | Q99487 | recombinant PAFAH2, FP-rhodamine activity probe, fluorescence polarization | inhibition, % at 3.39 µM | actives 0.99% (n = 340,000) | AID 492956;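 active = inhibition above the mean over all tested compounds plus 3 SD, cut at about 30% in these data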;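 also: inhibitors block probe labeling of enzyme so polarization drops; 0% = enzyme with DMSO and 100% = wells lacking PAFAH2 protein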
Numbers without * were called inactive; . = not tested or not shown; & = joins results of further samples.

SMILES	PAFAH1B3 FP inh	ZTA DNA inh	PREPL inhibitor	pPAFAH FP inh	LYPLA2 inh	EBNA-1 inhibitor	PAFAH1B2 inh	LYPLA1 counter	PAFAH2 FP inh
O=C(c1ccc(C(F)(F)F)cc1)C1CCCN(Cc2ccncc2)C1 (stereo not given)	-2	8	-4	4	8	12	-3	3	-7
c1ccc2c(CCNCc3ccc4c(c3)OCO4)c[nH]c2c1	1	-6	-47	-2	4	-2	5	2	-11
O=C(c1ccco1)c1cn(Cc2ccc(Cl)cc2)c2ccccc12	-8	19	7	4	-6	6	2	-4	-8
CCOc1ccc(NC(=O)N2C[C@H]3C[C@@H](C2)c2cccc(=O)n2C3)cc1	7	13	14	4	3	9	-7	2	3
CN1C(=O)C(C2(C#N)CCCCC2)C(=O)N(C)C1=O	4	2	9	0	4	-1	5	3	4
CCOc1ccc(N=Cc2c(O)n(Cc3ccccc3)c(=S)[nH]c2=O)cc1	-2	13	-4	-2	-4	6	2	-2	-10
COc1cc2c(cc1OC)[C@H]1C(=O)c3ccc4c(c3O[C@H]1CO2)C[C@@H](C(C)(C)O)O4	2	.	4	-1	.	.	5	.	-6
C/C(=N\N1CCCCCC1)c1c(O)n(C)c(=O)n(C)c1=O	.	-8	-4	1	-3	-5	.	-3	.
COc1ccccc1N1C(=O)NC(=O)C2(Cc3cc(C)ccc3N(C)C2)C1=O (stereo not given)	1	5	-1	6	-1	8	-1	0	5
COc1cc2c(cc1OC)C(C1c3cc4c(cc3CCN1C)OCO4)OC2=O (stereo not given)	4	-9	4	-5	3	-9	3	3	0
CC(Oc1ccc(-c2ccccc2)cc1)C(=O)O (stereo not given)	7	-20	6	-3	-9	-13	7	-3	-4
CC(C)C/C(=N/O)c1cn(C)c2ccccc12	9	-2	-5	3	5	-2	7	1	3
CN(C)CC1CSCCC1(O)c1ccccc1 (stereo not given)	-5	14	8	5	-1	-5	4	-1	4
CN(Cc1ccccc1)Cc1ccccc1OC(=O)N(C)C	12	6	8	2	5	3	5	1	7
Cc1ccc(NP(=O)(Nc2ccc(C)cc2)Oc2ccccc2)cc1	3	16	-24	1	-3	1	2	2	-4
COc1ccc(N=Cc2c(O)n(Cc3cccs3)c(=O)[nH]c2=O)cc1	5	1	-8	-4	3	20	8	-2	6
CCCCC(=O)N/N=C/c1c(O)n(CC)c(=S)[nH]c1=O	0	36*	2	4	0	7	1	-2	-7
COC(=O)C1=C(c2cccc(OCc3ccccc3)c2)C[C@@H]2CC[C@H]1N2C(=O)NCc1ccccc1C(F)(F)F	1	7	10	-1	-1	.	-1	-4	-8
Cc1ccc(-c2nc3ccccc3c(=O)n2-n2cccc2)cc1	-4	8	0	1	3	-3	4	2	-1
Cc1ccc(NC(=O)c2cn(CCC#N)nc2-c2ccc3c(c2)OCCO3)c([N+](=O)[O-])c1	5	-1	26	6	1	10	-4	-5	-1
COC(=O)C1=C(c2cccc(C#N)c2)C[C@@H]2CC[C@H]1N2C(=O)NCCOc1ccccc1Cl	8	3	-16	4	-3	.	0	0	-5
O=C1NC(=O)C(CCc2ccncc2)(Cc2ccc3c(c2)OCO3)C(=O)N1CCc1ccccc1 (stereo not given)	1	-1	10	-4	6	6	-2	6	3
Oc1ccc(C2NCc3ccccc3-n3cccc32)cc1Cl (stereo not given)	8&6	10&-2	-54&-26	-4&-1	5&-2	-10&-12	4&7	4&-1	-1&1
Cc1cc(-c2ccccc2)cc(C)[n+]1Cc1ccccc1	5	-6	27	1	-6	-2	-4	-1	-2
CN(C)[C@@H]1C(=O)C(C(N)=O)=C(O)[C@@]2(O)C(=O)C3=C(O)c4c(O)ccc(Cl)c4[C@@](C)(O)[C@H]3C[C@@H]12	15	-14	10	30*	12	-8	9	2	12
COc1ccc(OC)c(N2Cc3ccccc3C2=N)c1	1	2	1	8	2	1	4	4	-9
CC1CCCN(C(=O)CN2C3CCC2CC(O)(c2ccc(F)cc2)C3)C1 (stereo not given)	2	0	-7	3	-4	1	3	-1	2
O=Cc1cn(Cc2ccc(Br)cc2)c2ccccc12	11	8	11	1	18	-2	15	1	0
COC(=O)C1=C(c2cccc(C#N)c2)C[C@@H]2CC[C@H]1N2C(=O)N1CCC(C)CC1	7	-9	3	-2	-4	.	-1	-4	-5
COc1ccc2c(c1)c(C(=O)CN1CCC3(CC1)OCCO3)c(C)n2Cc1ccccc1	-6	-1	58*	6	2	0	4	-2	2
CN1CCN(CC(=O)Nc2ccc([N+](=O)[O-])cc2C(=O)c2ccccc2)CC1	7	0	8	4	5	7	0	-1	5
CC(Cl)(Cl)/C(=N/P(=S)(N1CCOCC1)N1CCOCC1)N1CCOCC1	11	4	3	5	-6	-1	6	1	1
CCOCCN1CCN(c2nnc3n2-c2ccc(Cl)cc2C(c2ccccc2Cl)=NC3)CC1	9	-25	12	-1	11	-17	-5	1	4
CCN1C[C@]2(COC(=O)c3ccccc3N)CC[C@H](OC)C34[C@@H]5C[C@H]6[C@H](OC)[C@@H]5[C@](O)(C[C@@H]6OC)[C@@](O)([C@H]13)[C@@H](OC)[C@@H]42	9	-8	53*	8	5	9	-4	0	-7
COC(=O)C1=C(c2ccc(OC)c(OC)c2)C[C@@H]2CC[C@H]1N2C(=O)NCCOc1ccccc1	6	-20	11	0	12	.	5	4	6
CCOC(=O)[C@]1(C#N)[C@@H]2C=CC(C(C)=O)=CN2[C@@H](C(N)=O)[C@@H]1c1ccsc1	7	-11	17	3	-2	9	7	-1	0
C/C(=N\Nc1ccccc1)c1c(O)[nH]c(=O)[nH]c1=O	13	-10	7	9	5	2	4	2	-4
CCOc1cc2c(cc1OCC)-n1cccc1C(c1cc(OC)ccc1F)NC2 (stereo not given)	5	-11	-10	4	0	6	-1	2	1
CN1C(=O)C(Cc2ccsc2)C(=O)N(C)C1=O	4	8	2	5	4	-3	0	2	2
COc1ccc(C2c3c(nc(C)[nH]c3=O)Oc3c2c(=O)oc2ccccc32)cc1 (stereo not given)	.	-18	-10	-4	-4	3	.	-3	.
CNP(=O)(Oc1ccccc1)OC12CC3CC(CC(C3)C1)C2 (stereo not given)	4	17	0	7	4	3	11	2	9
C/C(CCc1c[nH]c2ccccc12)=N\O	5	0	-4	0	2	5	1	-1	2
Cc1c(C)c2ccc(OCC(=O)N3CCC(C(=O)O)(c4ccccc4)CC3)cc2oc1=O	10	12	0	7	3	-4	5	5	2
Cc1nc2ccccc2c(=O)n1-c1ccc(Cl)cc1[N+](=O)[O-]	-8	3	6	2	-2	0	-1	-1	2
COc1ccccc1-n1c(O)c(C=NCCCn2ccnc2)c(=O)[nH]c1=O	4	-4	3	2	6	-4	2	3	-4
CC[C@H](OC(C)=O)C(C[C@H](C)N(C)C)(c1ccccc1)c1ccccc1	4	.	12	0	.	.	-6	.	-2
COc1cccc(Oc2c(C)oc3cc(OC(=O)N(C)C)ccc3c2=O)c1	8	-22	4	5	3	-8	-1	0	-4
O=[N+]([O-])c1cccc(O)c1	3	-11	-2	2	6	.	3	8	4
Cc1ccccc1CCNCc1ccc(Br)cc1	5	8	-13	-3	0	-7	-4	0	-2
CC(C)Oc1cccc(NC(=O)c2cccn(Cc3ccc4c(c3)OC(F)(F)O4)c2=O)c1	-6	14	2	-2	-15	18	-7	-6	-25
C=C1N2CCC(CC2)C1(O)c1ccc(C)c(C)c1 (stereo not given)	-4	6	5	6	6	-7	-1	2	2
CC(C)[C@H](NC(=O)N1C[C@H]2C[C@@H](C1)c1cccc(=O)n1C2)C(=O)Nc1ccccc1F	9	-1	1	-4	4	3	4	2	4
COC(=O)C1=C(c2cccc(OCc3ccccc3)c2)C[C@@H]2CC[C@H]1N2C(=O)NCc1ccc(C(F)(F)F)cc1	5	-1	-16	-2	-9	.	5	-4	-3
COc1ccc(C(=O)C2CCCN(Cc3cnc(C)s3)C2)cc1OC (stereo not given)	6	28	0	10	2	-3	1	6	6
CN1CCc2cc(O)cc3c2[C@H]1Cc1ccc(O)c(O)c1-3	12	-20	17	8	0	1	5	-2	4
Clc1cnc(Oc2ccc(Oc3ncc(Cl)cc3Cl)cc2)c(Cl)c1	-1	-1	8	-2	-2	1	1	2	2
CC(=O)OC1CC[C@@]2(C)C(=CC(=O)C3C4CCC(OC(C)=O)[C@@]4(C)CCC32)C1 (stereo not given in full)	10	10	10	-5	17	7	0	3	3
C=C(C)c1cccc(C(C)(C)NC(=O)NC2CN3CCC2CC3)c1 (stereo not given)	10	9	-12	2	5	1	1	4	6
CCN(CC)CCCN=Cc1c(O)n(Cc2ccc(F)cc2)c(=O)[nH]c1=O	2	-2	13	2	3	0	3	0	6
CC1=C(C/C(C)=C/c2ccccc2)/C(=C/CO)[C@@H]2OC(=O)O[C@]2(C)C12CC2	-4	5	9	6	-7	18	0	-4	-4

An excerpt from above in order of SMILES length, falling.
SMILES	PAFAH1B3 FP inh	ZTA DNA inh	PREPL inhibitor	pPAFAH FP inh	LYPLA2 inh	EBNA-1 inhibitor	PAFAH1B2 inh	LYPLA1 counter	PAFAH2 FP inh
CC(=O)OC1CC[C@@]2(C)C(=CC(=O)C3C4CCC(OC(C)=O)[C@@]4(C)CCC32)C1 (stereo not given in full)	10	10	10	-5	17	7	0	3	3
CC1=C(C/C(C)=C/c2ccccc2)/C(=C/CO)[C@@H]2OC(=O)O[C@]2(C)C12CC2	-4	5	9	6	-7	18	0	-4	-4
CC(C)Oc1cccc(NC(=O)c2cccn(Cc3ccc4c(c3)OC(F)(F)O4)c2=O)c1	-6	14	2	-2	-15	18	-7	-6	-25
CCN(CC)CCCN=Cc1c(O)n(Cc2ccc(F)cc2)c(=O)[nH]c1=O	2	-2	13	2	3	0	3	0	6
Clc1cnc(Oc2ccc(Oc3ncc(Cl)cc3Cl)cc2)c(Cl)c1	-1	-1	8	-2	-2	1	1	2	2

The listing continues:
SMILES	PAFAH1B3 FP inh	ZTA DNA inh	PREPL inhibitor	pPAFAH FP inh	LYPLA2 inh	EBNA-1 inhibitor	PAFAH1B2 inh	LYPLA1 counter	PAFAH2 FP inh
O=C1CN(O)C(c2ccccc2)=c2cc(Cl)ccc2=N1	6	-3	-13	3	-6	2	3	1	5
CN1C(=O)C(=Cc2ccc(N3CCCCC3)o2)C(=O)N(C)C1=S	-10	3	-9	-2	-6	-6	-7	-3	-17
COC(=O)C1=C(c2cccc(C#N)c2)C[C@@H]2CC[C@H]1N2C(=O)NCCO	5	-9	-3	1	-1	.	3	-3	5
COc1ccccc1C1=NCc2nnc(C)n2-c2ccc(Cl)cc21	13	20	4	0	-10	10	4	-1	-4
O=C1Nc2cc(C(=O)N3CCC4(CC3)OCCO4)ccc2S/C1=C\c1ccccc1	0	-24	-4	12	11	-7	5	4	5
Cc1ccc(/C=C2/C(=O)NC(=O)N(CCc3ccc(F)cc3)C2=O)o1	2	15	-3	0	2	9	10	-5	7
CCC(=O)N1CC(=O)Nc2ccc(Cl)cc2C1c1ccc(F)cc1 (stereo not given)	5	-1	6	6	4	0	2	2	9
CCn1nc(-c2ccccc2)nc2c(=O)n(C)c(=O)nc1-2	70*	74*	56*	9	96*	-2	39*	89*	58*
COC(=O)C1C2c3ccccc3OC1(C)N=c1s/c(=C/c3cnn(C)c3C)c(=O)n12 (stereo not given)	3	0	-1	9	-5	4	-4	1	3
O=C(Cc1ccccc1)OCCNC(=O)c1cccnc1	4	-14	4	1	-2	-3	5	-1	-2
Cc1ccc(OCC(=O)N2CCN(C)CC2)c(Br)c1	1	-15	-4	2	8	8	1	4	-2
Nc1cc2nc3ccccc3nc2cc1N	23	-12	28	18	-5	5	22	-6	10
Cc1cc(N2CCOCC2)nc2ccc(NC(=O)CCC(=O)N3CCC4(CC3)OCCO4)cc12	-1	-17	-9	1	1	-18	2	-3	1
Cc1ccc(S(=O)(=O)N(C)C)cc1NC(=O)C(C)[N+]12CCN(CC1)CC2 (stereo not given)	11	0	5	8	10	8	3	1	-3
C[C@]12CC(=O)CC1CCC1C2CC[C@@]2(C)C1CC[C@@H]2O (stereo not given in full)	5	7	8	-2	-5	-8	10	-6	0

A portion of the library (hit frequency here may not be typical).
